Screening data from PubChem.
WRN inhibitor = WRN helicase (human) inhibition. Q14191. AID 651768. 0.46% of 360,000 active. Potency, µM (titrated, usually from 114 µM), for inactives: top-dose activity change, negative = inhibition, usual class: inhibitors. WRN helicase unwinding, fluorescent forked duplex, kinetic; also: potency is read from the fitted curve at half-maximal effect; % is scaled to controls: 0 for no effect and ±100 for the full control effect; nearly all actives have a fitted effect of over 55% in size
Target sequence (Q14191 whole entry, looked up): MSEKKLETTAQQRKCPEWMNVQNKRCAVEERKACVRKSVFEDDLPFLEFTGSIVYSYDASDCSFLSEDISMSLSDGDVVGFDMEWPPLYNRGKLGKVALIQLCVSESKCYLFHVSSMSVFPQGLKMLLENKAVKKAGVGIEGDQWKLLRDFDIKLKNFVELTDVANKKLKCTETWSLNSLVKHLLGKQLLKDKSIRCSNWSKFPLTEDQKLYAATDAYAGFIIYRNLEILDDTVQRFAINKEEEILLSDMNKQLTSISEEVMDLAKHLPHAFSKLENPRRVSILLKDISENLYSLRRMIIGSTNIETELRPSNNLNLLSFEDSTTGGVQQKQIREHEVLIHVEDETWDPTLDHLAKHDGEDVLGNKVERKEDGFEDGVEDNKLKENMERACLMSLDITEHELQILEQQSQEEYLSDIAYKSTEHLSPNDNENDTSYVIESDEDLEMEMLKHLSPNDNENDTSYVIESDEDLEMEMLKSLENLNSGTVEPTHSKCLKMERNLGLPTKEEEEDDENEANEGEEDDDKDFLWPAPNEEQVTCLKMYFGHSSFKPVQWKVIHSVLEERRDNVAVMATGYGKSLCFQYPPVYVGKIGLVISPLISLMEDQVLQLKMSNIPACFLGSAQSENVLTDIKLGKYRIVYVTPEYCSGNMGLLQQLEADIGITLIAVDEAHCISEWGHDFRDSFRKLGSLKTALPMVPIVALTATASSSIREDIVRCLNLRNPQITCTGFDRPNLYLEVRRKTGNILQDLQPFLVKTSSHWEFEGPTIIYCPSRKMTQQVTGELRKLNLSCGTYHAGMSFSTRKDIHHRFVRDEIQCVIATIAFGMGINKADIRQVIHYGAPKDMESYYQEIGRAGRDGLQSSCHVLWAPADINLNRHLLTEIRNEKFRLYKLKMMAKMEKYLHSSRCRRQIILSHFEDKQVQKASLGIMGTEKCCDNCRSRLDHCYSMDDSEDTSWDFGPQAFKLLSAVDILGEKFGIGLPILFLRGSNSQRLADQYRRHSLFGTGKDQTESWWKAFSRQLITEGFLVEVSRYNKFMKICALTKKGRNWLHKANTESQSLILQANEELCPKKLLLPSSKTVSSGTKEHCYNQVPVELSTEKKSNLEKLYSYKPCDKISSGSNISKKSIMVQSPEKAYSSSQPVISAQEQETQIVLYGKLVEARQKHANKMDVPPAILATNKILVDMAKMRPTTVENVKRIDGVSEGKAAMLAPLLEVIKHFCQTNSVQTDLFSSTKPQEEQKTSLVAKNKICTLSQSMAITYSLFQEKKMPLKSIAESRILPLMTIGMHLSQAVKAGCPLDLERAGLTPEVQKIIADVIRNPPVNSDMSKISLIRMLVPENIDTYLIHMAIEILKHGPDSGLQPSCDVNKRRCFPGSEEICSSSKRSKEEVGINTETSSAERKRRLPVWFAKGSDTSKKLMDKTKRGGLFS
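WRN at 20 nM final preincubated with compound 15 min at room temperature; reaction started with 100 nM fluorophore/quencher forked duplex oligonucleotide and 2 mM ATP final. Unwinding followed kinetically by red fluorescence (ex 525, em 598 nm).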
HT1080-NT tox = kills 2HG-producing HT-1080-NT fibrosarcoma cells; HT-1080-NT fibrosarcoma viability, CellTiter-Glo ATP luminescence, 48 h; Potency, µM (highest dose often 46.1 µM), for inactives: at the top dose activity, negative = less viability, actives largely listed as cytotoxic; 1.6% of 360,000 active;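 also: NT is the 2HG producing partner of a matched IDH1 knockdown line; potency is read from the fitted curve at half-maximal effect; 0% = DMSO-treated cells and -100% = media-only wells without cells; nearly all actives have a fitted effect of over 55% in size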
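Toxicity toward the 2HG-producing NT line was scored as %Activity, normalised to DMSO and no-cell wells, from CellTiter-Glo luminescence after 48 hours' treatment.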
ATXN2 expr inh = reduces ATXN2 reporter expression in HEK-293 cells; HEK-293 ATXN2-luciferase reporter, luminescence, 24 h; Potency, µM (series often up to 57 µM), inactives show at the top dose activity change, negative = inhibition, most hits filed as inhibitors; 0.72% of 360,000 active; also: potency is read from the fitted curve at half-maximal effect; % is scaled to controls: 0 for no effect and ±100 for the full control effect; nearly all actives have a fitted effect of over 55% in size
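ATXN2-luciferase reporter cells (luciferase flanked by upstream and downstream ATXN2 gene portions) were treated 24 h at 37 °C with compounds at up to 57 uM. SteadyGlo luminescence gave expression; GF-AFC fluorescence gave viability.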
HT1080 IDH1KD tx = toxicity to HT-1080 IDH1 knockdown cells (counter line); HT-1080 IDH1 knockdown viability, ATP luminescence, 48 h; Potency, µM (highest dose often 46.1 µM), without a hit: top-dose activity, negative = toxicity, usual class: cytotoxic; 2% of 360,000 active;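 also: potency is read from the fitted curve at half-maximal effect; 0% = DMSO wells and -100% = cell-free medium wells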
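In this qHTS, HT-1080 cells depleted of IDH1 are exposed for 48 h at 37 °C to compound titrations. Toxicity is scored from CellTiter-Glo luminescence, with DMSO as full viability and medium alone as none.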
KB-V1 cytotox = kills drug-selected multidrug resistant KB-V1 cells; AID 1347076; Potency, µM (titrated, usually from 46.1 µM), for the others: at the top dose activity change, negative = cytotoxicity, hits mostly cytotoxic; KB-V1 MDR cells viability, CellTiter-Glo, 72 h; 3.4% of 400,000 active; also: potency is read from the fitted curve at half-maximal effect; % is scaled to controls: 0 for no effect and ±100 for the full control effect; nearly all actives have a fitted effect of over 60% in size
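Following 72 h at 37 degrees C with compound, KB-V1 cell viability was read by CellTiter-Glo luminescence, medium being phenol-red-free DMEM plus 10% FBS; concentration-response parameters came from normalized, curve-fitted qHTS data.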
MCF10A rerep = inducers of DNA re-replication in MCF 10A breast cells; MCF 10A DNA re-replication, Hoechst nuclear intensity, 48 h; Potency, µM (top dose mostly 46.1 µM), for inactives: at the top dose activity, positive = re-replication, actives largely listed as activators; 2.9% of 350,000 active; AID 624296; also: potency is read from the fitted curve at half-maximal effect; % of control where 0% means no effect; nearly all actives have a fitted effect of over 50% in size
IL-1B inflam inh = inhibitors of inflammasome signaling (IL-1 beta secretion) | 4.7% of 360,000 active | AID 743279 | THP-1 LPS/ATP IL-1B secretion, AlphaLISA, 16 h; stronger effect = lower value | activity change, % at 57.5 µM; in the data active = activity change below about -50%; inconclusive = mostly about -30% to -49%; also: % is scaled to controls: 0 for no effect and ±100 for the full control effect
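THP-1 cells pretreated 1 hr with compounds (up to 57.5 uM final), then stimulated with LPS (250 ng/mL final) plus ATP (1.25 mM final); secreted IL-1B measured by AlphaLISA after 16 hr, decreased signal indicating inhibition.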
SW480 rereplic = DNA re-replication induction in SW480 cells | SW480 DNA re-replication, Hoechst DNA content imaging, 48 h | Potency, µM (series often up to 46.1 µM), inactives show top-dose re-replication activation, actives largely listed as activators | 1.8% of 340,000 active; also: potency is read from the fitted curve at half-maximal effect; % of control where 0% means no effect; nearly all actives have a fitted effect of over 55% in size
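First, 250 cells per well were seeded. Next, compound or vehicle (23 nL) was pinned in, plates sat 48 hr at 37 C. Finally Hoechst was added for 40 min before fluorescence scanning.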
KB-3-1 tox = KB-3-1 parental cell cytotoxicity | KB-3-1 viability, CellTiter-Glo ATP luminescence, 72 h | Potency, µM (doses to about 46.1 µM), for inactives: at the top dose activity change, negative = cytotoxic, most hits filed as cytotoxic | 1.4% of 400,000 active | AID 1347075; also: potency is read from the fitted curve at half-maximal effect; % is scaled to controls: 0 for no effect and ±100 for the full control effect; nearly all actives have a fitted effect of over 60% in size
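KB-3-1 cells, DMEM (no phenol red) + 10% FBS; compound by pin transfer, 72 h, 37 °C. Readout: CellTiter-Glo luminescence after 10 min. Data normalized, curve-fitted.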
* = called active by the depositor; u = inconclusive; x = not tested or not shown; [ ] = dose if it differs, or a comment. Unless noted, calls follow the shape of the dose curve; as a rule, active = well fitted curve in the direction sought with a large enough effect; inconclusive = small, poorly fitted or top-dose-only effect, or another doubt; inactive = no such curve, though single readings can be large; an effect the other way counts as inactive or inconclusive.

Results follow in this order: HT1080-NT tox	IL-1B inflam inh	MCF10A rerep	KB-V1 cytotox	WRN inhibitor	ATXN2 expr inh	SW480 rereplic	HT1080 IDH1KD tx	KB-3-1 tox
> c1ccc(CCc2ccccc2-c2nc(-c3ccccn3)no2)cc1
    1%	-17	u	0%	-19%	7%	15%	-1%	u
> CCN(CC)C(=O)c1cnn(-c2ccccc2)c1NC(=O)c1cccs1
    0%	17	-1%	2%	1%	-10%	-3%	2%	-5%
> COc1cc2ccc(NC(C)=O)cc2cc1OC
    -2%	-7	x	-2%	-9%	x	x	-7%	-8%
> N#CCCC1(CCC#N)c2ccccc2C(=O)c2ccccc21
    0%	58	x	u	7%[57.1 µM]	14%	x	1%	11%
> O=C(Cn1ncc2c([nH]c3ccccc32)c1=O)N1CCOCC1
    -2%	-2	-1%	4%	3%	x	-2%	0%	13%
> O=C(Nc1c2c(nn1-c1ccc(F)cc1)CS(=O)(=O)C2)C12CC3CC(CC(C3)C1)C2
    8%	-11	-3%	23µM*	6%	4%	2%	2%	0%
> CC(=O)Nc1cc(-c2cccc(F)c2)cn2c(-c3ccccc3)cnc12
    -11%	-8	x	1%	-19%	-6%	x	-10%	0%
> Cc1ccc(S(=O)(=O)/N=C(/NC(=S)Nc2ccccc2)c2ccccc2)cc1
    -3%	15	-3%	11%	-3%	119%[activator]	-4%	-22%	5%
> COc1ccc(-c2ccc(OC(=O)NC3CCS(=O)(=O)C3)cc2)cc1 (stereo unspecified)
    4%	-28	u	1%	-3%	x	16%	0%	u
> Cc1cc(=O)[nH]c(Cc2ccc(OC(C)C)cc2)n1
    2%	23	u	-26%	-6%	3%	1%	-10%	3%
> CCn1c2ccc(/C(C)=N\O)cc2c2cc(/C(C)=N\O)ccc21
    9%	-5	1%	24%	-3%	-2%	-5%	7%	7%
> CN(Cc1ccc(Cl)c(Cl)c1)C(C(=O)NCc1ccccc1)c1ccco1 (stereo unspecified)
    -3%	-16	x	u	-6%	x	x	-15%	-4%
> CC(C)CN1C(=O)C(=O)N(CC(=O)Nc2cccc(Cl)c2Cl)C1=O
    -2%	-14	-12%	u	-2%	-4%	-21%	13%	8%
> O=c1c(Cl)nc2cc(Cl)ccc2n1CCNc1ncc(C(F)(F)F)cc1Cl
    1%	27	-5%	4%	-14%	-12%	-2%	3%	5%
> CCC1C(=O)C(CC)C(c2ccccc2)NC1c1ccccc1 (stereo unspecified)
    2%	22	u	-2%	-2%	0%	20%	-14%	-3%
> CCOC(=O)c1cnc(-c2ccccc2)nc1Oc1ccc(Cl)c(Cl)c1
    8%	14	-10%	15%	-1%	8%	0%	9%	7%
> O=C(OCCn1cncn1)c1cc2ccccc2oc1=O
    11%	-10	15%	11%	-6%	1%	-4%[9.22 µM]	-10%	8%
> O=C(CN1C(=O)COc2ccccc21)NCCCN1CCN(Cc2ccccc2)CC1
    -2%	10	-3%	-5%	0%	-12%	-1%	-11%	-9%
> COc1ccc2c(CC(=O)NCCN3C(=O)S/C(=C\c4cccnc4)C3=O)coc2c1
    4%	-25	4%	-10%	-11%	6%	0%	-7%	3%
> COc1ccc(N(CC(=O)N2CCN(Cc3ccccc3)CC2)S(C)(=O)=O)c(OC)c1
    10%	0	-8%	-9%	1%	6%	-11%	12%	-3%

Limited to WRN inhibitor and MCF10A rerep (three entries from above):
mol	WRN inhibitor	MCF10A rerep
c1ccc(CCc2ccccc2-c2nc(-c3ccccn3)no2)cc1	-19%	u
CCN(CC)C(=O)c1cnn(-c2ccccc2)c1NC(=O)c1cccs1	1%	-1%
COc1cc2ccc(NC(C)=O)cc2cc1OC	-9%	x

Back to the main list, repeating the four entries before the break.
Results follow in this order: HT1080-NT tox	IL-1B inflam inh	MCF10A rerep	KB-V1 cytotox	WRN inhibitor	ATXN2 expr inh	SW480 rereplic	HT1080 IDH1KD tx	KB-3-1 tox
> O=C(OCCn1cncn1)c1cc2ccccc2oc1=O
    11%	-10	15%	11%	-6%	1%	-4%[9.22 µM]	-10%	8%
> O=C(CN1C(=O)COc2ccccc21)NCCCN1CCN(Cc2ccccc2)CC1
    -2%	10	-3%	-5%	0%	-12%	-1%	-11%	-9%
> COc1ccc2c(CC(=O)NCCN3C(=O)S/C(=C\c4cccnc4)C3=O)coc2c1
    4%	-25	4%	-10%	-11%	6%	0%	-7%	3%
> COc1ccc(N(CC(=O)N2CCN(Cc3ccccc3)CC2)S(C)(=O)=O)c(OC)c1
    10%	0	-8%	-9%	1%	6%	-11%	12%	-3%
> CC(Cc1ccccc1)NC(=O)CCNNC(=O)c1ccncc1 (stereo unspecified)
    1%	9	x	25%	19%	x	x	8%	8%
> CCOC(=O)CC1=C(C(=O)OCC)C(c2cccnc2)C(C#N)=C(N)O1 (stereo unspecified)
    5%	-13	0%	17%	4%	-6%	-4%	8%	11%
> Cc1cc2nc(C3CCCCC3)c(Cc3ccccc3)n2c(C)c1Br
    -15%	41	x	-5%	-14%	13%	x	-24%	-2%
> CCN(Cc1ccccc1)C(=O)CCc1nc(CN2CCN(C(=O)c3ccc([N+](=O)[O-])cc3)CC2)no1
    2%	14	9%	1%	8%	0%	0%	5%	-20%
> COc1nc(OCCNC(=O)Nc2ccccc2)nc(N(C)C)n1
    1%	-9	-2%	0%	-1%	-3%	0%[9.22 µM]	1%	18%
> O=C(CN1CCN(Cc2ccccc2Cl)C1=O)NCCCN1CCOCC1
    0%	0	6%	-18%	1%	x	22%	-5%	-3%
> CCCCn1c(N)c(N(CCOC)C(=O)CSc2nnc(-c3ccco3)n2CC)c(=O)[nH]c1=O
    -1%	-16	6%	-16%	2%	x	-9%	-2%	u
> CCCN(CCC)Cc1cc(=O)oc2ccc3ccccc3c12
    -25%	16	x	u	-17%	-21%	x	u	u
> CC(O)[C@@H](NC(=O)C1CCC(CNC(=O)[C@H](Cc2ccccc2)NC(=O)OC(C)(C)C)CC1)C(=O)O (stereo partly specified)
    12%	8	13%	4%	-2%	31%	-13%	19%	-4%
> COc1ccc(NC(=O)C2CCCO2)cc1 (stereo unspecified)
    -3%	2	16%	-3%	-18%	8%	-2%	-7%	2%
> Cc1nc2ccccn2c1C(=O)NNC(=O)Nc1ccccc1
    14%	8	-14%	u	3%	0%	-18%	10%	6%
> O=C(NNC(=O)C1CCN(S(=O)(=O)c2cccc(Cl)c2)CC1)C1CC1
    9%	10	-3%	35%	6%	3%	0%	-1%	10%
> N/C(Cc1ccc(Cl)cc1)=N\OC(=O)c1ccccc1
    u	-20	3%	20%	-11%	1%	-1%	u	1%
> OC1CCCN(Cc2cccc3ccccc23)C1 (stereo unspecified)
    3%	18	9%	-26%	12%	0%	-5%	5%	2%
> COc1ccc(CN(C(=O)Cc2cccs2)C(C(=O)NC2CCCC2)c2ccncc2)cc1 (stereo unspecified)
    1%	-4	3%	-18%	6%	0%	4%	-24%	1%
> CCn1nc(NC(=O)c2ccccc2)c2cc3cccc(C)c3nc21
    -18%	u	6.5µM*	-17%	1%	-12%	12µM*	-29%	-1%
> CCCCOc1ccc(C(=O)NCC(=O)OCC(=O)c2c(N)n(C)c(=O)n(C)c2=O)cc1
    3%	19	1%	16%	-9%	4%	-1%	2%	0%
> O=S(=O)(Nc1cc(S(=O)(=O)N2CCOCC2)ccc1N1CCOCC1)c1ccc2c(c1)OCCO2
    -1%	10	u	2%	-6%	x	-5%	1%	-1%
> CCOC(=O)N1CCC(NC(=O)C2CCCN(C(=O)c3cc4sccc4n3C)C2)CC1 (stereo unspecified)
    8%	6	-11%	u	-2%	-11%	-4%	1%	-11%
> CCN1CCN(c2nc(C)c3c(n2)CC(C)CC3=O)CC1 (stereo unspecified)
    13%	-7	11%	-24%	0%	-22%	-12%	13%	-4%
> O=C(Cn1nnc2ccccc21)Nc1ccccc1[N+](=O)[O-]
    -24%	-79*	-15%	-28%	-6%	x	3%	u	24%
> CCCCn1c(N)c(N(CCOC)C(=O)CSc2nnc(C)n2-c2ccc(OC)cc2)c(=O)[nH]c1=O
    9%	8	-1%	4%	4%	6%	-4%	0%	u
> N#Cc1cc([N+](=O)[O-])ccc1NCCc1ccccn1
    -3%	16	16%	-26%	0%	9%	-1%	-7%	-4%
> Brc1ccc(-c2nc(-c3ccncc3)no2)cc1
    12%	-24	-9%	13%	-1%	10%	-7%	15%	0%
> O=C(NCc1ccccc1Cl)C1CCN(S(=O)(=O)N2CCOCC2)CC1
    3%	-10	0%	0%	-2%	x	10%	0%	4%
> Cc1[nH]c2ccccc2c1C(=O)C(=O)NCc1nnnn1-c1cccc(F)c1
    1%	11	x	13%	5%	x	x	1%	0%
> Cc1ccccc1C(=O)Nc1ccccc1C(=O)NCc1ccccc1
    -3%	-12	u	21µM*	3%	-9%	-3%	-1%	24%
> CCn1cc(C(=O)N2CCN(c3ccccn3)CC2)c(=O)c2cc(S(=O)(=O)N(C)C3CCCCC3)ccc21
    -1%	-4	-4%	8%	-10%	-30%	1%	-13%	-2%
> S=c1nc[nH]c2c1ncn2-c1ccc(Cl)cc1
    6%	-12	-1%	10µM*	-31%	12%	-4%	19%	u
